Compound activity from PubChem.
IMPase Li inh = membrane-permeable IMPase blocker, potentiated with lithium; AID 1457; Potency, µM (titrated, usually from 59.4 µM), inactives show at the highest dose activity, negative = IMPase inhibition, usual class: inhibitors; CHO-M1 cells, IP1 TR-FRET (IP-One), carbachol + lithium; 210,000 tested, 0.35% active;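 also: IP1 builds up when IMPase is blocked and the TR-FRET signal falls; potency is read from the fitted curve at half-maximal effect; plate controls were basal vehicle for no effect and high inhibitor control for full effect; nearly all actives have a fitted effect of over 50% in size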
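CHO-M1, 2000 cells/well, 16–30 h culture; cpd + low Li+, 30 min 37C; lysis with d2-IP1/Eu-anti-IP1 Ab, 10 min RT; TR-FRET 665/620 ratio and 620 channel; AC50 via Hill.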
CBFb RUNX1 block = CBF-beta/RUNX1 interaction disruption. Potency, µM (series often up to 59.8 µM), inactives show at the highest dose activity, negative = inhibition, actives largely listed as inhibitors. AID 1477. 230,000 tested, under 10 active. AlphaScreen CBFb-His/RUNX1-biotin binding, biochemical; also: % of control where 0% means no effect
Target sequence (Q01196 whole entry, looked up): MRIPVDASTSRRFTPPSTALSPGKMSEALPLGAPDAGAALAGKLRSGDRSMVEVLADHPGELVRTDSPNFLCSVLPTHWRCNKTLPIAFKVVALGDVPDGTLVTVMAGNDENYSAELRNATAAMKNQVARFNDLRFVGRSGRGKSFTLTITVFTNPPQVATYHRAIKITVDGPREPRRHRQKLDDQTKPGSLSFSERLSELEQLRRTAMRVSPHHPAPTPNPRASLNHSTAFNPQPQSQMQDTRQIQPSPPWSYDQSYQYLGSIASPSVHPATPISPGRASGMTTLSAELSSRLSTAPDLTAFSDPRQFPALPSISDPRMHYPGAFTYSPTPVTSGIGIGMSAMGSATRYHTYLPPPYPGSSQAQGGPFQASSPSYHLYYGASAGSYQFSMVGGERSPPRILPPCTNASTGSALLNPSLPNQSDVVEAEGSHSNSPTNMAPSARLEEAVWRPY
Target sequence (Q13951 whole entry, looked up): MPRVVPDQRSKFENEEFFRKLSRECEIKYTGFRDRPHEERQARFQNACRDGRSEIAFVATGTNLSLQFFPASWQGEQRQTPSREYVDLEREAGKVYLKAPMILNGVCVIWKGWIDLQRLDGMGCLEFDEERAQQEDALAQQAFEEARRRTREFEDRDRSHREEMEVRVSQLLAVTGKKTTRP
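Read-out: AlphaScreen. Format: His-CBF-beta with biotinylated RUNX1 (30 nM each) preincubated 20 min, compound 15 min, Ni-chelate plus streptavidin beads 90 min; room temperature throughout.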
KinaseGlo FLuc = Kinase-Glo luciferase inhibition (counter-screen). Q27757. Kinase-Glo luciferase, ATP luminescence, 8 min. Potency, µM (titrated, usually from 38.3 µM), for inactives: top-dose activity change, negative = inhibition, actives largely listed as inhibitors. 200,000 tested, 0.28% active; also: potency is read from the fitted curve at half-maximal effect; % is scaled to controls: 0 for no effect and ±100 for the full control effect; nearly all actives have a fitted effect of over 60% in size
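Light output from Kinase-Glo luciferase with luciferin and 10 uM ATP in 50 mM imidazole pH 7.2, KCl, MgCl2, Tween 20, BSA; compound pin-delivered, 8-min ambient incubation, then luminescence read.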
HttQ103 aggreg = inhibitors of mutant huntingtin aggregate formation in PC12 cells. Potency, µM (series often up to 46.1 µM), inactives show at the top dose activity change, negative = inhibition, usual class: inhibitors. PC12 HttQ103-GFP aggregates, Acumen cytometry, 40 h. 220,000 tested, 1.1% active; also: potency is read from the fitted curve at half-maximal effect; % is scaled to controls: 0 for no effect and ±100 for the full control effect; nearly all actives have a fitted effect of over 60% in size
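Inducible Q103 Huntingtin exon 1–GFP PC12 line, 1500 cells/well in phenol red free DMEM with 5% equine and 5% calf serum. Tebufenozide 100 nM induced expression; compounds titrated; aggregates quantified by cytometry.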
NPSR antag = blocks cAMP signaling of the human neuropeptide S receptor. 220,000 tested, 1% active. CHO-NPSR cells, cAMP TR-FRET, antagonist mode. Potency, µM (top dose mostly 38.3 µM), for the others: at the top dose activity change, negative = inhibition, most hits filed as inhibitors; also: potency is read from the fitted curve at half-maximal effect; % is scaled to controls: 0 for no effect and ±100 for the full control effect; nearly all actives have a fitted effect of over 50% in size; many of its hits are not listed in these tables
Target sequence (Q6W5P4 whole entry, looked up): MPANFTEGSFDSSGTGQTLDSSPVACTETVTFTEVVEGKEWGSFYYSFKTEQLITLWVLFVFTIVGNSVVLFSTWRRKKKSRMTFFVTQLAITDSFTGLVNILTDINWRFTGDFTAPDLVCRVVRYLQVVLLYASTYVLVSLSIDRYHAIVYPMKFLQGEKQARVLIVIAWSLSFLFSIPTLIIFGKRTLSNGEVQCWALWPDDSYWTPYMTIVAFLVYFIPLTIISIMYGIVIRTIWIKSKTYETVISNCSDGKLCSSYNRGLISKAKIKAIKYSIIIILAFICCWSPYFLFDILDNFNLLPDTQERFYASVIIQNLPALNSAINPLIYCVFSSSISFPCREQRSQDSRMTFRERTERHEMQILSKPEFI
LMNA splice mod = changes lamin A minigene splicing in HeLa cells. 200,000 tested, 0.01% active. HeLa LMNA splicing GFP/RFP minigene ratio, 48 h. AID 1487. Potency, µM (doses to about 46.1 µM), for the others: at the top dose ratio change, negative = inhibition, hits mostly inhibitors; active = well fitted inhibition curve with a large enough effect in the signal ratio, with a control signal flat, not every such curve was filed as active; inconclusive = small, poorly fitted or top-dose-only effect, or effect the other way, or a change in a side signal; the % refers to the signal ratio; also: potency is read from the fitted curve at half-maximal effect; % is scaled to controls: 0 for no effect and ±100 for the full control effect
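S3 HeLa cells stably expressing lamin A-EGFP splicing minigene plus DsRed2, 600 cells/well, 48 h compound exposure at 37C. Laser-scanning cytometry; analysed as GFP (500-530 nm)/RFP (575-640 nm) total intensity ratio; 0.5% DMSO vehicle.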
Epigenetic derep = regulators of epigenetic silencing causing reporter derepression in mouse cells; murine LDR cells, GFP reporter derepression, 30 h; AID 1865; Potency, µM (doses to about 53.9 µM), without a hit: top-dose GFP activation, hits mostly activators; 280,000 tested, 0.2% active; also: potency is read from the fitted curve at half-maximal effect; % of control where 0% means no effect; nearly all actives have a fitted effect of over 60% in size
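In this reporter-derepression format, murine cells bearing a silenced integrated CMV-GFP locus incubate with test compound (30 h, 37 C), then are washed and imaged; fluorescent objects of 20–120 um count as induced cells.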
An asterisk follows results filed as active; ? = inconclusive; . = no result given; [ ] = another dose, or the depositor's remark. Unless noted, calls follow the shape of the dose curve; as a rule, active = well fitted curve in the direction sought with a large enough effect; inconclusive = small, poorly fitted or top-dose-only effect, or another doubt; inactive = no such curve, though single readings can be large; an effect the other way counts as inactive or inconclusive. Only part of the results is shown, so the mix of outcomes need not match the whole.

Second line of a record: IMPase Li inh | CBFb RUNX1 block | KinaseGlo FLuc | HttQ103 aggreg | NPSR antag | LMNA splice mod | Epigenetic derep
[1] O=C(NCc1cccnc1)C1COc2ccccc2O1 (configuration not stated)
  -6.7%[38.3 µM] | 2.8% | 3.9% | 14.8% | 0.3%[46.1 µM] | 5.9% | -1.1%
[2] CCOC(=O)c1cccc(NC(=O)c2cccnc2)c1
  3.3%[38.3 µM] | 1.5% | -3.7% | -1.9% | -6.8%[46.1 µM] | 16.2% | 0.7%
[3] Cc1cc(C)cc(NC(=O)CCn2ccnc2C)c1
  0.0%[38.3 µM] | 4.3% | 2.0% | -7.0% | -2.5%[46.1 µM] | -3.7% | 0.0%
[4] Cc1ccc(C(=O)c2cc(C)sc2NC(=O)CN2CCN(C(=O)c3ccco3)CC2)cc1
  . | ? | . | ? | ? | ? | -5.5%
[5] CN1C(=O)c2ccccc2N(C)C1c1cccs1 (configuration not stated)
  0.6%[38.3 µM] | 7.1% | -3.6% | 11.4% | -5.2%[46.1 µM] | 6.5% | -1.0%
[6] CC(C)OCCCNc1nc2c([nH]1)c(=O)n(C)c(=O)n2C
  5.8%[38.3 µM] | 0.4% | -0.9% | -4.1% | -3.0%[46.1 µM] | 8.2% | -0.2%
[7] COc1ccc(S(=O)(=O)N2CCN(CC(=O)Nc3ccc(F)c(F)c3)CC2)cc1
  -7.4% | 4.1% | 0.3% | -4.6% | -5.7%[46.1 µM] | -7.0% | 0.0%
[8] CCn1nnnc1SCC(=O)Nc1ccc2c(c1)OCCO2
  1.9% | 2.6% | -1.9% | -2.7% | 3.7%[46.1 µM] | -11.3% | 2.0%
[9] Cc1ccc(C2C(C(=O)c3cccs3)=C(O)C(=O)N2c2cccc(C)n2)cc1 (configuration not stated)
  . | 1.3% | . | -20.1%[9.22 µM] | -40.7% | . | 1.6%
[10] Cc1ccc(S(=O)(=O)N2CCCOC2CNC(=O)C(=O)NC2CCCCC2)cc1 (configuration not stated)
  11.2% | 6.8% | 1.5% | -2.7% | 10.1% | -22.1%[46 µM] | -0.5%
[11] CC(C)[C@H](NC(=O)Nc1ccc(Oc2ccccc2)cc1)C(=O)O
  -0.5%[38.3 µM] | 0.5% | -3.9% | 5.7% | -5.9%[7.67 µM] | 1.0% | -3.1%
[12] COC(=O)c1c(-c2ccc(C)cc2)csc1NC(=O)C1CC=CCC1C(=O)O (configuration not stated)
  2.1% | -1.0% | 0.9% | 17.0% | -55.4% | -22.6% | -0.9%
[13] O=C(NNc1cc(N2CCCC2)nc(N2CCCC2)n1)c1ccc([N+](=O)[O-])cc1
  20.9% | 4.9% | -4.8% | 18.3%[9.22 µM] | 11.5% | ? | 3.7%
[14] CCNC(=O)C1CC(=O)OC12CCCCC2 (configuration not stated)
  -11.4%[38.3 µM] | -12.2% | 0.1% | 1.8% | -5.4%[46.1 µM] | -0.4%[0.0737 µM] | -0.1%
[15] Fc1ccc(C2=NCCC(c3ccccc3)O2)cc1 (configuration not stated)
  0.4% | -2.0%[89.1 µM] | 1.7%[39.9 µM] | . | . | . | 0.2%[96.6 µM]
[16] O=C(NCC1OCCc2ccccc21)C1COc2ccccc2O1 (configuration not stated)
  2.2% | 4.4% | 3.0% | -5.3% | 0.2% | . | -1.3%
[17] O=C(NNC(=O)c1ccccc1-n1cccc1)c1ccc(Cl)c(Cl)c1
  -7.0%[38.3 µM] | 2.1% | -3.1% | -13.2% | -6.1%[46.1 µM] | -3.2% | -1.9%
[18] Cn1c(=O)c2c(nc(NN=C3CCCCC3)n2C)n(C)c1=O
  31.8%[activator] | -11.0% | 11.2µM* | -16.6% | -8.4% | . | -0.4%
[19] CC(=O)C1=C(O)C(=O)N(C)C1c1ccccc1F (configuration not stated)
  -5.3%[38.3 µM] | -7.6% | -5.1% | 9.3% | 6.7%[46.1 µM] | -3.7% | -1.0%
[20] COC(=O)c1cc(=O)nc2sc3cc(OC)ccc3n12
  6.3% | 16.8% | -4.0% | -11.7% | 4.6%[46.1 µM] | -1.4% | -1.2%

The list goes on (two carried over from the part before).
Second line of a record: IMPase Li inh | CBFb RUNX1 block | KinaseGlo FLuc | HttQ103 aggreg | NPSR antag | LMNA splice mod | Epigenetic derep
[19] CC(=O)C1=C(O)C(=O)N(C)C1c1ccccc1F (configuration not stated)
  -5.3%[38.3 µM] | -7.6% | -5.1% | 9.3% | 6.7%[46.1 µM] | -3.7% | -1.0%
[20] COC(=O)c1cc(=O)nc2sc3cc(OC)ccc3n12
  6.3% | 16.8% | -4.0% | -11.7% | 4.6%[46.1 µM] | -1.4% | -1.2%
[21] CCN(CC(=O)NC1CCCCCC1)S(=O)(=O)c1ccccc1
  17.1%[38.3 µM] | 9.9% | 3.9% | -2.7% | -10.4%[46.1 µM] | -1.9% | 0.0%
[22] CC(=O)NS(=O)(=O)c1ccc(NC(=O)CSc2ccccc2)cc1
  . | 3.3% | . | 38.7%[9.22 µM] | 3.9% | . | 1.1%
[23] CCC1CCCCN1C(=O)CCc1nnc(Cc2cc(OC)ccc2OC)o1 (configuration not stated)
  . | 9.7% | . | -5.8%[9.22 µM] | -0.1% | . | 1.1%
[24] CSc1nc(Oc2ccc(F)cc2F)cc(C(F)(F)F)n1
  -18.2%[38.3 µM] | -1.1% | -5.2% | -4.4% | 3.5%[46.1 µM] | 14.4% | -1.2%
[25] COc1ccccc1-c1c(NC(=O)c2ccco2)n(C)c2ccccc2c1=O
  . | 5.1% | . | 12.6%[9.22 µM] | -6.1%[7.67 µM] | . | -0.3%
[26] Cc1ccc(C)c(-n2c(SCC(=O)NCC3CCCO3)nnc2-c2ccoc2C)c1 (configuration not stated)
  -2.7%[38.3 µM] | -5.1% | -4.5% | -3.1% | -13.4%[46.1 µM] | -2.5% | -1.1%
[27] Cn1c(=O)n(C)c2cc(C(=O)Nc3ccc4c(c3)OCO4)ccc21
  15.2%[38.3 µM] | 11.9% | 0.2% | ? | 3.8%[46.1 µM] | -19.3% | 2.6%
[28] Cc1cc(C)c2nc(N3CCC(C(=O)N4CCN(C(=O)c5ccco5)CC4)CC3)sc2c1
  29.7%[38.3 µM] | -9.9% | -3.5% | -14.5% | -9.4%[46.1 µM] | -23.5% | 0.8%
[29] Cc1ccc(NC(=O)CSc2nc(O)c(Cc3ccccc3)c(=O)n2-c2ccccc2)cc1
  1.1% | -8.1% | 14.4% | ? | 4.9% | 12.9% | 1.1%
[30] O=C(Nc1nnc(-c2ccccc2)s1)c1cccc(S(=O)(=O)N2CCOCC2)c1
  7.2% | 13.7% | 2.5% | -7.4% | -18.7%[46.1 µM] | -11.7% | -1.2%
[31] CCOC(=O)C(NCc1ccccc1)(NC(=O)c1ccccc1)C(F)(F)F (configuration not stated)
  3.3%[38.3 µM] | 3.3% | 0.7% | -2.9%[9.22 µM] | -24.0%[46.1 µM] | 8.9% | -3.1%
[32] CCOc1cccc(OCCOCCn2cnc3ccccc3c2=O)c1
  31.7%[activator][38.3 µM] | 4.1% | -1.9% | -13.6% | -7.4%[46.1 µM] | ? | 0.0%
[33] Nc1cc(=O)[nH]c(SCC(=O)Nc2cccc(Cl)c2)n1
  26.7%[38.3 µM] | -4.4% | -2.2% | 17.3% | 0.7%[46.1 µM] | -1.6% | 0.0%
[34] CCOC(=O)CSc1nc(C(C)C)nc2ccccc12
  -27.0% | 15.1% | -0.5% | -17.9% | 27.2%[46.1 µM] | -3.7% | -1.9%
[35] O=C(CCCN1C(=O)c2cccc3cccc(c23)C1=O)N1CCN(c2ccccn2)CC1
  5.3% | 5.4% | -0.3% | -3.1% | 3.9% | ? | -0.9%
[36] C=CCC1CCC(=O)N2CCCC12 (configuration not stated)
  8.5% | -16.6%[136 µM] | 2.0%[39.9 µM] | . | . | . | 0.7%[96.6 µM]
[37] COC(=O)/C(=C/c1cccc([N+](=O)[O-])c1)NC(=O)c1ccc(OC)cc1
  0.0% | -1.8% | -0.9% | -18.8% | 6.3% | -6.2% | -0.9%
[38] COC(=O)C(C)n1nc(C)n(-c2ccc(C)cc2)c1=O (configuration not stated)
  9.3% | 6.6% | 1.2% | 21.7% | 5.6%[46.1 µM] | -8.3% | 1.1%
[39] CC(=O)c1cc(C#N)c(SCC(=O)OC(C)(C)C)nc1C
  -23.1%[38.3 µM] | 2.7% | 0.1% | 12.1% | 0.8%[46.1 µM] | 10.6% | -2.0%
[40] CC(NC(=O)C(=O)N/N=C\c1ccc([N+](=O)[O-])cc1)c1ccccc1 (configuration not stated)
  3.8% | 0.5% | -2.2% | 1.4%[9.22 µM] | -9.7% | ? | -0.2%
[41] CCOc1ccc(OCCCCNCCN)cc1
  14.8%[38.3 µM] | 3.5% | -1.0% | 2.2% | 7.7%[46.1 µM] | 2.2% | 0.0%
[42] Cc1ccccc1OS(=O)(=O)c1cn(C)c(=O)n(C)c1=O
  -0.5% | 2.8% | 0.4% | -0.8% | 2.0% | ? | 1.1%
[43] C=CCOc1ccc(C=Nc2cccc(Cl)c2)c(O)c1
  -8.1% | -1.0% | -6.1% | -8.0% | 14.4% | ? | 0.0%
[44] C=CCN=Cc1c(C)[nH]n(-c2ccccc2)c1=O
  -1.3% | -1.3% | -1.3% | -10.0% | 10.2% | . | 1.1%
[45] COc1ccc(S(=O)(=O)N2CCN=C2SCc2cccnc2)cc1
  -2.9% | -0.9% | -2.4% | -0.6% | -9.7% | . | 0.9%
[46] CCOC(=O)c1c(NC(=O)CN2CCN(C)CC2)sc(C(=O)Nc2ccccc2)c1C
  15.6% | -1.0% | -1.6% | -12.9% | -39.0% | -15.6%[46 µM] | 1.2%
[47] COc1cc(OC)cc(C(=O)Nn2cc(C(=O)N3CCN(C)CC3)c3ccccc3c2=O)c1
  0.6%[38.3 µM] | 2.7% | -3.3% | 10.7% | -5.4%[46.1 µM] | 7.3% | -3.4%
[48] CC(=O)N1c2ccccc2C(CBr)=CC1(C)C
  . | 1.5% | . | 2.5%[9.22 µM] | -12.8% | . | -3.3%
[49] O=C(CSc1ncnc2nc[nH]c12)c1ccc2ccccc2c1
  22.7% | 4.7% | 4.0% | ? | -5.1%[46.1 µM] | ? | 5.0%
[50] CCOC(=O)c1c(C)n(C)c2ccc(OCC(O)CNC(CC)CO)cc12 (configuration not stated)
  -0.7%[38.3 µM] | -5.2% | -5.8% | 10.1% | -9.2%[46.1 µM] | 1.9% | -1.5%
[51] COCCOC(=O)c1c(C)oc2ccc(OC(=O)c3ccco3)cc12
  -3.7% | -1.5% | 1.6% | -23.8% | 4.1% | 5.6% | -6.9%
